Screening data: PubChem BioAssay, Sanford-Burnham Center for Chemical Genomics
Mdm2 MdmX PPI – inhibitors of human Mdm2-MdmX association, primary screen, cell-based, luminescence, split luciferase, SaOS-2, uHTS; Protein Mdm4 (Homo sapiens) + E3 ubiquitin-protein ligase Mdm2 (Homo sapiens), …; SaOS-2 split-luciferase Mdm2/MdmX complementation; inhibition, % at 8 µM; actives 3% (n = 330,000); AID 485346, 2010;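 active means inhibition of at least 50% at 8 µM in the primary screen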
Target sequence (O15151 whole entry, looked up): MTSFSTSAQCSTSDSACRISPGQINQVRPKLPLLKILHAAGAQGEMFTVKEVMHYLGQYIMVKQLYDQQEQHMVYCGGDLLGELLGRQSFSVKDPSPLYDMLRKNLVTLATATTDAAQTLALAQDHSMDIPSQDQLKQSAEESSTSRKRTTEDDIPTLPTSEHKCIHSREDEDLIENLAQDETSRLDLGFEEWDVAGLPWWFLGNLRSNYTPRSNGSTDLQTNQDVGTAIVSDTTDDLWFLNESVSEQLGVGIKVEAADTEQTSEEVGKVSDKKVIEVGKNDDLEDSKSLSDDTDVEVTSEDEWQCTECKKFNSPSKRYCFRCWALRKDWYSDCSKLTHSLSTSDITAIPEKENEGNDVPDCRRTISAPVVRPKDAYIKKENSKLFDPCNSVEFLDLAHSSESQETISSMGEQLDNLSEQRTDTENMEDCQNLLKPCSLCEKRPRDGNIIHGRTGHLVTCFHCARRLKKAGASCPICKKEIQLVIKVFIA
Target sequence (Q00987 whole entry, looked up): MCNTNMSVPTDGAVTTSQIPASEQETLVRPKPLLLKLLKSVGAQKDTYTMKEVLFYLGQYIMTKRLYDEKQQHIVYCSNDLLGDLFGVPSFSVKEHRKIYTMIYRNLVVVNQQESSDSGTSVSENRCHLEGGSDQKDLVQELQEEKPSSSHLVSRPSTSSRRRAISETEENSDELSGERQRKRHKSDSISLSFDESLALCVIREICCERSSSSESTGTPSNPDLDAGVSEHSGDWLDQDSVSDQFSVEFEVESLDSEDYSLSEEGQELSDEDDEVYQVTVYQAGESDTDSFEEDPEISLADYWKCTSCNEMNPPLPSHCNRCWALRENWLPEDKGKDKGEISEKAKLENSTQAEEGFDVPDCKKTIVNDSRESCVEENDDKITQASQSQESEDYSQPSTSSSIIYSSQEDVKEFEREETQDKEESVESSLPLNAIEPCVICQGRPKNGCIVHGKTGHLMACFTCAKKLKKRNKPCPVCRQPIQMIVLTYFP
XBP1 UPR activ – activators of adaptive XBP1 UPR arm, primary screen, cell-based, CHO-XBP1 luciferase reporter, luminescence, uHTS; actives 0.33% (n = 330,000); IRE1-XBP1 UPR activation; percent of tunicamycin response, DMSO as zero; activation, % at 20 µM;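 active means versus positive control, 20 µM dose yields 30% or more activation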;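 further: 100% = tunicamycin at 10 µg/mL and 0% = DMSO only wells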
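Signal: luciferase luminescence; Assay system: CHO-XBP1 luciferase reporter cells; Amount: one thousand reporter cells per well; Dosing: 20 µM single concentration, DMSO 1%; Benchmarks: high control tunicamycin 10 µg/mL final, low control DMSO vehicle only; Schedule: 6 h compound exposure at 37 °C, 5% CO2; Evaluation: percent activation relative to tunicamycin reference.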
GRIN3A LBD mod – binders of NR3A ligand-binding domain, primary screen, biophysical, differential scanning fluorimetry, uHTS | Tm shift relative to glycine control, % at 25 µM | AID 1259313, 2017 | actives 2.5% (n = 340,000) | NR3A LBD differential scanning fluorimetry, Tm shift; 0% = protein alone, 100% = glycine-bound protein;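 active means melting temperature shift of at least 10% of the positive control shift, at one fixed dose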
TIM10 inh – growth inhibitors of isogenic TIM10 control yeast, primary screen, counter-screen for tim10-1 yeast inhibitor project, luminescence, uHTS. S. cerevisiae TIM10 strain growth, BacTiter-Glo luminescence, 24 h. inhibition, % at 10 µM. actives 1.4% (n = 330,000). AID 463195, 2010;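 active means inhibition of 40% or more at the single tested concentration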;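 further: wild-type TIM10 isogenic control strain grown at permissive 25 °C; 0% = DMSO yeast wells and 100% = minimal medium wells without yeast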
tim23-1 inh – growth inhibitors of tim23-1 mutant yeast, primary screen, luminescence, uHTS; S. cerevisiae tim23-1 growth, BacTiter-Glo luminescence, 24 h; actives 1.3% (n = 330,000); inhibition, % at 20 µM; AID 463212, 2010;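 active means growth inhibition of the mutant yeast at or above 50%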;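 further: temperature-sensitive mutant grown at 25 °C; plate controls were DMSO-treated mutant yeast for no effect and medium wells lacking yeast for full effect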
APJ agonist – agonists of human apelin receptor APJ, primary screen, CHO-K1 cells, PathHunter beta-arrestin, luminescence | 0% DMSO wells, 100% apelin | AID 2520, 2010 | activation, % at 20 µM | actives 0.11% (n = 330,000);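 active means activation more than six SD over the plate average, tested at 20 µM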;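 further: 0% = DMSO alone and 100% = apelin-13 at 10 nM; some results filed as inactive read as strong as hits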
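Material: CHO-K1 APJ beta-arrestin complementation cell line; Input: cell density 1000 per well; Incubation: compound stimulation 90 min at 25 °C, detection 60 min; Signal: luminescence from split beta-galactosidase complementation, Galacton Star/Emerald II substrate; Controls: DMSO-only wells as negative, 10 nM Apelin-13 as positive control.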
NLRP3 yeast inh – NALP3 inflammasome inhibitors in reconstituted yeast, primary screen, luminescence, uHTS; Yeast reconstituted NLRP3/ASC/caspase-1, beta-gal luminescence, 24 h; inhibition, % at 10 µM; actives 0.39% (n = 330,000); AID 2825, 2010;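 active means inhibition of 50% or more; inactive means inhibition below 50%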;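 further: plate controls were induced DMSO wells for no effect and uninduced yeast grown without galactose for full effect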
UPR CHOP act – activators of apoptotic CHOP UPR arm, primary screen, cell-based, CHO-CHOP luciferase reporter, luminescence, uHTS; UPR activation; percent of tunicamycin response over DMSO baseline; activation, % at 10 µM; actives 0.34% (n = 330,000); AID 449763, 2010;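 active means at 10 µM dose, activation of 40% or more, normalized to positive control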;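 further: 100% = tunicamycin at 10 µg/mL and 0% = DMSO alone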
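Assay system: CHO cells with stable CHOP pathway luciferase reporter; Buffer or medium: F12 plus 10% serum; Times: 16-18 h cell attachment, then 6 h compound exposure, 37 °C; Signal: luciferase luminescence; Read-out basis: percent activation relative to tunicamycin control; Control set: tunicamycin high control, DMSO low control.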
tim10-1 inh – growth inhibitors of tim10-1 mutant yeast, primary screen, luminescence, uHTS; AID 463190, 2010; S. cerevisiae tim10-1 ts strain growth, BacTiter-Glo, 24 h; inhibition, % at 20 µM; actives 2.2% (n = 330,000);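 active means inhibition of at least 40%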;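 further: mutant grown at 25 °C; 0% = DMSO wells with yeast and 100% = wells holding no yeast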
An asterisk follows results filed as active.

The line under a structure holds: APJ agonist, tim10-1 inh, Mdm2 MdmX PPI, NLRP3 yeast inh, UPR CHOP act, XBP1 UPR activ, tim23-1 inh, GRIN3A LBD mod, TIM10 inh
- CC(C)CC[C@@H](O)[C@](C)(O)C1CC[C@@]2(O)C3=CC(=O)[C@@H]4C[C@@H](O)[C@@H](O)C[C@]4(C)C3CC[C@]12C (some centres undefined)
 : -1, -7, -26, 5, -0.3, 1, -4, 0, 3
- COc1ccccc1NC(=O)c1ccc(-c2nn(C)c(=O)c3ccccc23)cc1
 : 2, 21, 24, 21, -1.0, -3, 20, 1, 18
- O=C(CNC(=O)c1ccco1)N/N=C/c1cccs1
 : 1, -14, 25, 11, 0.3, 0, -3, 0, 0
- OCCCCCN=c1cc(-c2ccccc2)oc2ccc(Cl)cc12
 : -5, -9, -3, -13, 0.1, -1, 14, 1, -5
- Cc1cn2c(-c3ccc(Cl)cc3)nnc2s1
 : -4, 25, -8, 29, -1.6, 0, 15, 0, 9
- CCOc1ccc(NC(=O)COc2ccc(C(=O)NCC3CCCO3)cc2OC)cc1 (centres undefined)
 : 0, 6, -12, 7, 1.1, 0, 16, 2, 0
- CCOC(=O)Cn1nc(-c2ccccc2)nc1-c1ccccc1
 : -2, 23, -20, 24, 0.4, 1, 26, 1, 0
- Cc1ccc(OCc2nnc(SC(C)C(=O)O)n2-c2ccccc2)cc1 (centres undefined)
 : -2, 9, 23, 6, 0.6, -1, 7, -2, 4
- O=C(Nc1nnc(SCc2cccc3ccccc23)s1)C1COc2ccccc2O1 (centres undefined)
 : 5, 18, 30, 10, -0.1, -3, 24, 9, 1
- COc1cc(NC(=O)C(C)C)ccc1NC(=O)c1ccco1
 : 0, 9, -59, -5, 1.1, 3, 28, 1, 16
- C=C(C)CNC(=S)Nc1cccc2cnccc12
 : -1, 15, -8, 9, 4.7, 0, 13, -4, -2
- CCN1CCN(Cc2ccc(NC(=O)c3ccc(C)c(NC(=O)c4nccn4C)c3)cc2C(F)(F)F)CC1
 : 5, 20, 21, 9, -0.5, -2, 15, 0, 16
- Cc1ccc(NS(=O)(=O)c2cccc(C(=O)NCCc3c[nH]c4ccccc34)c2)c(C)c1
 : -4, 17, 18, 14, 1.5, 0, -6, 3, 5
- COC(=O)c1c(CCl)noc1C(=O)NC(C)C
 : 10, 9, 5, 3, -2.1, 0, -4, -2, -10
- CCCCNC(=O)[C@H](Cc1c[nH]c2ccccc12)NC(=O)c1ccccc1Cl
 : -2, 13, 23, 9, -2.5, 0, 12, -1, 18
- Cc1ccc(CNC(=O)Cn2ccc3cc(S(=O)(=O)N4CCCC4)ccc32)o1
 : -3, -1, 24, 6, -3.4, -4, 5, 0, -3
- CCOC(=O)N1CCC(NC(=O)c2cnn3c2NC(c2ccco2)CC3C(F)(F)F)CC1 (centres undefined)
 : 4, 12, 10, 18, -0.1, -4, 15, -2, -6
- CCC(C)(C)n1nnnc1C(c1cc(OC)ccc1OC)N1CCC(C(N)=O)CC1 (centres undefined)
 : 10, 13, -22, 8, -1.7, 2, 0, 1, -24
- COc1ccc(NC(=O)CN(C)C(=O)CCNC(=O)c2ccccc2OC)cc1
 : -8, -7, 10, 16, 1.2, -1, -6, 0, -3
- CN(C)c1cc[n+](CC(=O)c2ccc(OC(F)F)cc2)cc1
 : -2, -14, 18, 10, -2.8, -3, 7, -1, -10
- CCCCOc1ccc(C(C)NC(=O)CCS(=O)(=O)Cc2ccccc2Cl)cc1 (centres undefined)
 : 0, 10, 2, 19, -0.1, 0, -12, 2, -18
- Cc1csc(=Nc2ccccc2)n1CCO
 : 3, 14, 2, 13, -1.1, 1, 9, 0, -2
- CCCC(c1nnnn1CC1CCCO1)N1CCN(c2ccccc2)CC1 (centres undefined)
 : -2, 16, 19, 8, -1.6, -2, 10, -2, -12
- O=C(Cn1cnc2c(nnn2-c2cccc(F)c2)c1=O)Nc1ccc2c(c1)OCCO2
 : 4, 9, 52*, 11, 1.6, -4, 4, -8, -10
- Cc1occc1-c1nc(-c2ccncc2)no1
 : -4, 13, -38, -7, 2.9, -1, -2, 1, 9
- CCOC(=O)N1CCN(C(=O)c2ccc(CNS(=O)(=O)c3ccc(OC)cc3)cc2)CC1
 : 1, 10, 10, 3, 0.0, -1, 5, 0, -23
- Cc1ccc(-n2c(SCC(=O)NCc3ccco3)nc3sc4c(c3c2=O)CC(C)(C)SC4)cc1
 : 3, 18, 13, 4, 0.0, -1, -21, 2, -21
- O=C(COC(=O)c1cc([N+](=O)[O-])ccc1N1CCOCC1)NCc1ccc(F)cc1
 : -4, 8, 0, 4, 1.6, -2, -6, 0, 1
- COCCCN(CC(=O)O)S(=O)(=O)c1ccccc1
 : -2, 1, 9, -4, -1.1, -3, 1, 2, -10
- COc1ccc(C(=O)N/N=C(\C)Cn2nc([N+](=O)[O-])cc2C)cc1
 : 0, -23, 26, 10, -0.8, -6, -11, -3, -15
- CSc1ccccc1C(=O)N1CCC(CCC(=O)NCc2ccc(F)cc2)CC1
 : -4, 14, 14, 23, 4.0, -7, 18, 2, 15
- O=C(Nc1ccccc1Cc1ccccc1)c1oc2ccccc2c1COc1ccccc1
 : -1, 31, 8, 5, -1.1, -4, 21, 4, 23
- CC1CC(Nc2ccccc2)c2ccccc2N1C(=O)c1ccccc1F (centres undefined)
 : -3, 12, 15, -3, 0.2, -3, 8, 1, 10
- CN(c1ccccc1)S(=O)(=O)c1cccc(NC(=O)c2ccc(=O)[nH]c2)c1
 : -2, -7, 19, 11, 0.0, -3, -3, 1, 3
- O=C(CCNS(=O)(=O)c1cccs1)NC1CCN(Cc2ccccc2)CC1
 : -2, -23, -2, 9, -2.1, -2, -9, 1, -10
- CCOC(=O)c1c(N)sc(C(O)(C(F)(F)F)C(F)(F)F)c1-c1ccccc1
 : 3, 38, 8, -24, -0.3, -1, 32, -7, 13
- CC(=O)Nc1cc2nc(C)n(Cc3ccc([N+](=O)[O-])cc3)c2nc1C
 : 0, -12, -16, 13, 1.5, -5, -1, 1, 1
- Cc1ccc(C)c(NC(=O)COC(=O)c2cccc3c2C(=O)c2ccccc2C3=O)c1
 : 8, 19, 39, -1, 1.0, 0, 39, -11, 12
- CCOc1ccc(-n2c(=O)c3sccc3n(Cc3cccc([N+](=O)[O-])c3)c2=O)cc1
 : -5, -3, -17, 9, 1.9, -1, -13, -3, 20
- O=C(/C=C/c1ccccc1)NC1CCSC1=O (centres undefined)
 : 1, 13, -1, 19, 1.9, 0, 11, -1, 9
- Cn1c(C(=O)Nc2ccc3c(c2)OCO3)cc2c(=O)n(C)c3ccccc3c21
 : -3, -9, 14, -6, -0.4, 5, -6, 0, 13
- O=C(c1ccccn1)c1ncc(C(F)(F)F)cc1Cl
 : -4, 8, 8, 11, -2.3, 1, 3, 0, -12
- CCc1ccc2oc(C(=O)N3CCN(c4ccc(OC)cc4)CC3)cc(=O)c2c1
 : -2, 5, -1, 6, -0.9, 0, 21, -2, 19
- CCOc1ccc(NN=C(C(=O)OC)C(=O)OC)c([N+](=O)[O-])c1
 : -1, 8, 0, 26, 1.3, -2, 3, 0, -5
- CCCSc1ccc(-c2nn(-c3ccccc3)cc2/C=C(/C#N)C(=O)NCCCOC)cc1
 : 1, -7, 41, 4, -1.0, 4, 0, -22, -3
- CC1CCCN(S(=O)(=O)c2ccc(CN3C(=O)c4cccnc4C3=O)cc2)C1 (centres undefined)
 : -2, 2, 14, 7, 1.4, 0, 27, 1, -1
- COc1ccc(OCCN2CCN(C(=O)c3ccc(OC)cc3)CC2)cc1
 : -1, 27, 24, -3, 1.5, -4, 14, -1, -4
- CCN(CC)c1ccc(NC(=O)CSc2ccsc2[N+](=O)[O-])c(C)c1
 : 3, 0, 8, 11, -0.6, -3, -21, -5, -11
- Cc1cccc(OCC(O)Cn2c(NCCCOC(C)C)nc3c2c(=O)[nH]c(=O)n3C)c1 (centres undefined)
 : 0, 12, 7, 6, -0.1, 0, 9, 0, 11
- COc1ccc(S(=O)(=O)Nc2ccc(F)cc2)cc1N(C)S(=O)(=O)c1ccc(Cl)cc1
 : -4, -13, 26, 15, -0.4, -2, 13, 3, -2
- COc1ccc(/C(O)=C/C(=O)C(=O)Nc2c(C)n(C)n(-c3ccccc3)c2=O)cc1
 : -2, 22, -4, 2, -1.0, -2, 15, 0, 4
- COc1ccc(C2c3sc(=O)[nH]c3SC3C4CCC(C4)C23)cc1 (centres undefined)
 : -3, 28, 28, 51*, -2.4, -2, 29, -2, 19
- COc1ccc(NC(=O)NC2CCCCC2C)cc1 (centres undefined)
 : -2, -1, -2, 6, 1.1, 1, 6, 5, -11
- COCCCNC(=S)Nc1cc(C)c(C)cc1C
 : 1, 12, -14, 11, 0.6, -4, 13, -1, 16
- Cc1cc(C)c(C)c(S(=O)(=O)N(C)CCc2ccccn2)c1C
 : -2, 1, 40, 17, -1.9, -3, 22, 1, 2

Entries from the list above that contain a COOH group:
The line under a structure holds: APJ agonist, tim10-1 inh, Mdm2 MdmX PPI, NLRP3 yeast inh, UPR CHOP act, XBP1 UPR activ, tim23-1 inh, GRIN3A LBD mod, TIM10 inh
- Cc1ccc(OCc2nnc(SC(C)C(=O)O)n2-c2ccccc2)cc1 (centres undefined)
 : -2, 9, 23, 6, 0.6, -1, 7, -2, 4
- COCCCN(CC(=O)O)S(=O)(=O)c1ccccc1
 : -2, 1, 9, -4, -1.1, -3, 1, 2, -10
